Screening results as filed in PubChem.
hDAT+cocaine = changed human dopamine transporter uptake under cocaine IC80; Q01959; LLC-PK1 hDAT cells, [14C]-dopamine uptake with cocaine IC80; actives deviate in either direction; B-score at 10 µM; 110,000 compounds, 1.3% hits;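 active means Z score or B-score, a plate-position-corrected score, falls beyond the plate's 99.7% confidence bounds, in either direction; inactive means both scores lie inside the 99.7% bounds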;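 further: scored against the spread of the other compound wells on the same plate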
Target sequence (Q01959 whole entry, looked up): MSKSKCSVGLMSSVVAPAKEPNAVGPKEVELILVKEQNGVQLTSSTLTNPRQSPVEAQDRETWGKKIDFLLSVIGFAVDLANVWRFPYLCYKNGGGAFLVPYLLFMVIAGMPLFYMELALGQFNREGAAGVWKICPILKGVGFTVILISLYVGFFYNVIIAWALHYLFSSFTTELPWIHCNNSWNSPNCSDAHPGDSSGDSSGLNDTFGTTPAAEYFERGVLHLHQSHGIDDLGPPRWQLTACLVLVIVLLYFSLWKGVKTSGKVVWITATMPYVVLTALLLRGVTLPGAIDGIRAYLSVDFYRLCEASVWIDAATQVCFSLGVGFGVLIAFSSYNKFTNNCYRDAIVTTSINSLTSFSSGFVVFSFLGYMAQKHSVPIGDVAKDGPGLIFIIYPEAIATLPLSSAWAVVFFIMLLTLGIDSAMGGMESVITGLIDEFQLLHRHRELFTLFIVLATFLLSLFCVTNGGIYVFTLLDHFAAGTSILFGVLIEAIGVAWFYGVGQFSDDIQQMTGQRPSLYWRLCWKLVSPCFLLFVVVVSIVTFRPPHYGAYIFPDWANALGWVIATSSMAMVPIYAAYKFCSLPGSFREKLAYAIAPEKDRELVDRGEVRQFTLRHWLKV
Active calls of the source: *.

SMILES	hDAT+cocaine
O=C(NCCn1cc(SCc2ccc(F)cc2)c2ccccc21)c1ccccc1F	-0.413
COc1ccc(CN2C(=O)[C@@H]3Cc4c([nH]c5ccccc45)C(C)(C)N3C2=O)cc1	0.705
O=C(NCCO)c1ccc2c3n(nc2c1)-c1ccc(Cl)cc1CO3	-0.365
Cc1nc(-c2ccc(Cl)cc2)sc1C1(C)CC(c2cccnc2)=NO1 (stereo not drawn)	0.225
O=C(NCc1cccc(Br)c1)C1CC(c2ccccc2C(F)(F)F)=NO1 (stereo not drawn)	-0.119
COc1ccc(Cl)cc1Nc1nc(NCCO)nc(N2CCCCC2)n1	0.147
CCOC(=O)CN1C(=O)N[C@@H](c2cccc(F)c2)C(C(=O)OC)=C1C	0.0558
C=C(C)C(=O)Nc1cccc(C2=NOC3(C2)C[C@@H](C(N)=O)N(C(=O)/C=C/C=C/C)C3)c1 (stereo partly drawn)	0.161
COc1cc2oc3ccc(C#Cc4ccc(N)cc4)cc3c(=O)c2cc1OC	-0.697
CCC1=C(OC(=O)N(CC)CC)N2C(=O)OC(=NCCc3c[nH]c4ccccc34)[C@]2(Cc2ccccc2)[C@H]2C1=CC[C@H]1C(=O)N(CC)C(=O)[C@H]12	-1.07
Cn1c(=O)c2[nH]c(C3CCCC3)nc2n(C)c1=O	-0.0112
COc1cc(NC(=O)c2cc3cccc(OC)c3o2)cc(C(=O)Nc2cccc(C(F)(F)F)c2)c1	0.371
COC/C=C/C1=CC2=CC(=O)C(C)(OC(=O)c3ccco3)C(=O)C2=CO1 (stereo not drawn)	-0.573
COc1ccc(OC)c(C(=O)NC(CC(N)=O)c2ccc(NCCN3CCOCC3)c([N+](=O)[O-])c2)c1 (stereo not drawn)	-0.31
NC(=O)CC1NC(=O)c2cc([N+](=O)[O-])cc(I)c2OCCC(C(N)=O)NC(=O)[C@@H]2CCCN2C1=O (stereo partly drawn)	0.00071
Cc1ccc(-c2csc3nc4cc(C(=O)NC5CCC(O)CC5)ccc4c(=O)n23)cc1 (stereo not drawn)	-0.406
CCCCN1C(=S)NC[C@@H]1c1ccccc1	0.592
COc1ccc(CNC[C@@H](CCCCN(C)Cc2ccc(OC)cc2)N2C[C@H](c3ccccc3)N(CCc3ccc(Cl)c(Cl)c3)C(=O)C2=O)cc1	0.00558
CC(=O)c1c(O)cc(O)c(C(C)=O)c1O	-0.178
CN1C[C@@H]2C(c3ccc(C(F)(F)F)cc3)C3(c4cccnc4)CC2(C3)[C@H]1c1ccccc1 (stereo partly drawn)	0.933
Cc1ccc(S(=O)(=O)N2CCC(=O)N(CCOC(=O)NCc3ccccc3)CC2)cc1	0.363
COc1cc2c(cc1O)C(Cc1ccc(O)cc1)NCC2 (stereo not drawn)	0.0272
C=CCN1C=C2C(=O)C(C)(OC(=O)CCc3ccccc3)C(=O)C=C2C=C1c1ccc(C#N)cc1 (stereo not drawn)	-0.54
COC(=O)CCCC1=CC2=CC(=O)C(C)(OC(=O)c3cnc4ccccc4n3)C(=O)C2=CO1 (stereo not drawn)	0.168
COc1cc(/C=C/CO)cc(OC)c1O[C@@H]1O[C@H](CO)[C@@H](O)[C@H](O)[C@H]1O	-0.397
COc1ccc(C(=O)c2ccc3oc(-c4ccc(OC)cc4)c(C#CCCO)c3c2)cc1	-2.15
CCC(C)[C@H]1CN=C(N)N1CCc1cccc(F)c1 (stereo partly drawn)	0.398
CC(=O)c1ccc(-c2ccccc2[C@H]2[C@H]3C=CC[C@@H](C)[C@@H]3C(=O)N2Cc2ccccc2)cc1	0.293
C#C[C@]1(O)CC[C@H]2[C@@H]3CCc4cc(OC5CCCC5)ccc4[C@H]3CC[C@@]21C	1.07
CCC(C)/C=C/C1=CC2=C(Cl)C(=O)C3(C)OC(=O)C(C(=O)C(C)C(C)O)C3C2=CO1 (stereo not drawn)	-0.899

An excerpt from further up, as a working copy:
SMILES	hDAT+cocaine
COc1cc2c(cc1O)C(Cc1ccc(O)cc1)NCC2 (stereo not drawn)	0.0272
C=CCN1C=C2C(=O)C(C)(OC(=O)CCc3ccccc3)C(=O)C=C2C=C1c1ccc(C#N)cc1 (stereo not drawn)	-0.54

Next results follow.
SMILES	hDAT+cocaine
COCCN1C(=O)N[C@@H](c2cccc(C(F)(F)F)c2)C(C(=O)OC)=C1C	0.95
COc1ccc(NC(=O)[C@@H]2CC=C[C@@H]3CCN(Cc4ccc(Cl)c(Cl)c4)C(=O)[C@@H]32)cc1	0.36
NC(=O)C1=C[C@H](c2csc3ccccc23)C[C@H](OCCCCO)O1	1.16
Cc1cccc(CNc2ccc(C(CC(N)=O)NC(=O)c3ccccc3)cc2[N+](=O)[O-])c1 (stereo not drawn)	0.415
COc1cc2c(cc1O)[C@@H]1Cc3cc(O)c(OC)cc3[C@H](C2)N1C	-1.45
C#CCOCCOCCOCCNc1nc(N2CCOCC2)nc(N2CCN(C(=O)Cn3cc(CCCN=C(N)N)nn3)CC2)n1	0.849
CC(COc1ccccc1Cc1ccccc1)N1CCCCC1 (stereo not drawn)	-0.942
O=S1(=O)[C@H]2C[C@@H]3CC[C@]2(CN1Cc1cccc(F)c1)O3	-1.16
O=[N+]([O-])c1cc(-c2csc(NCCc3nc4cc(C(F)(F)F)ccc4n3CCCO)n2)ccc1Cl	0.0752
CC(=O)n1cc([C@H]2C=C(C(=O)NCc3ccccc3)O[C@@H](OCCCCO)C2)c2ccccc21	1.03
Cc1cccc(C(C#N)c2nc3ccccc3nc2C(F)(F)F)c1 (stereo not drawn)	0.194
NC(=O)c1ncn([C@@H]2O[C@H](CO)[C@@H](O)[C@H]2O)n1	0.111
CCN(CC)CCC(c1cc(OC)c(OC)c(OC)c1)c1c(O)cc(OC)cc1OC (stereo not drawn)	0.0145
NC(=O)CC(NC(=O)Cc1cccc2ccccc12)c1ccc(NCCc2ccc(F)cc2)c([N+](=O)[O-])c1 (stereo not drawn)	-0.458
CCC1=C(OC(=O)N(CC)CC)N2C(=O)OC(=NCc3ccccc3)[C@]2(C)[C@H]2C1=CC[C@H]1C(=O)NC(=O)[C@H]12	1.63

Next part (seven carried over from the part before).
SMILES	hDAT+cocaine
O=[N+]([O-])c1cc(-c2csc(NCCc3nc4cc(C(F)(F)F)ccc4n3CCCO)n2)ccc1Cl	0.0752
CC(=O)n1cc([C@H]2C=C(C(=O)NCc3ccccc3)O[C@@H](OCCCCO)C2)c2ccccc21	1.03
Cc1cccc(C(C#N)c2nc3ccccc3nc2C(F)(F)F)c1 (stereo not drawn)	0.194
NC(=O)c1ncn([C@@H]2O[C@H](CO)[C@@H](O)[C@H]2O)n1	0.111
CCN(CC)CCC(c1cc(OC)c(OC)c(OC)c1)c1c(O)cc(OC)cc1OC (stereo not drawn)	0.0145
NC(=O)CC(NC(=O)Cc1cccc2ccccc12)c1ccc(NCCc2ccc(F)cc2)c([N+](=O)[O-])c1 (stereo not drawn)	-0.458
CCC1=C(OC(=O)N(CC)CC)N2C(=O)OC(=NCc3ccccc3)[C@]2(C)[C@H]2C1=CC[C@H]1C(=O)NC(=O)[C@H]12	1.63
O=C(C1=C[C@@H](C2CC2)C[C@@H](OCc2ccc(CO)cc2)O1)N1CCN(Cc2ccc3c(c2)OCO3)CC1	0.0884
Cc1ccc(-c2cc([C@H]3[C@@H]4C=CCC[C@@]4(C)C(=O)N3Cc3ccccc3)ccc2F)cc1	-0.971
COc1cc(CCC(O)CC(=O)CCc2ccccc2)ccc1O (stereo not drawn)	0.762
CC(C)(C)n1nc(Cc2cccc3ccccc23)c2c(N)ncnc21	-0.118
c1ccc(-c2nnc(CN3CCN(c4ccccc4)CC3)o2)cc1	0.94
C#CCNC(=O)C1=C[C@@H](C)[C@H](CCCO)[C@@H](OCC)O1	0.602
CC(=O)N1CC=CC1(C)C(=O)NCc1cc(F)cc(C(F)(F)F)c1 (stereo not drawn)	0.0372
COc1cc(-c2cc[n+](C)cc2)ccc1O	-0.398
C[C@@H](O)[C@H]1C(=O)N2C(C(=O)O)=C(S[C@@H]3CN[C@H](C(=O)N(C)C)C3)[C@H](C)[C@H]12	0.109
Cc1ccc(Cn2c(C3CCCN3c3nc(-c4cc(Cl)c(N)c(Cl)c4)cs3)nc3cc(C(=O)NCCCO)ccc32)cc1 (stereo not drawn)	0.766
COC(=O)c1ccc(C23CC4(C2)[C@H](CN(Cc2cccnc2)[C@@H]4c2ccccc2)C3c2ccc(Cl)nc2)cc1 (stereo partly drawn)	1.22
O=C(C1=C[C@@H](c2ccccc2)C[C@@H](OCc2ccc(CO)cc2)O1)N1CCN(Cc2ccc3c(c2)OCO3)CC1	0.597
O=C(NCCCCc1ccccc1)C1CC(c2cc(C(F)(F)F)cc(C(F)(F)F)c2)=NO1 (stereo not drawn)	0.27
CCOC(=O)c1c(-c2cccc([N+](=O)[O-])c2)csc1NC(=O)C1CCCCC1	1.1
CCCCC1=CC2=CC(=O)C(C)(OC(=O)CC)C(=O)C2=CN1CCOC (stereo not drawn)	0.0126
CCCCCC(=O)Nc1cccc(C2=NOC3(C2)C[C@H](C(N)=O)N(C(=O)[C@H]2CCC(=O)N2)C3)c1 (stereo partly drawn)	-0.353
C/C=C/C=C\C(=O)Nc1cccc(C2=NOC3(C2)C[C@@H](C(N)=O)N(C(=O)c2cc([N+](=O)[O-])cc([N+](=O)[O-])c2)C3)c1 (stereo partly drawn)	-0.841
CC(C)c1cc(-c2cc(-c3ccc(Cl)cc3)on2)nc(NC2CCCC2)n1	0.0278
O=c1[nH]c2ccccc2c(O)c1-c1ccccc1	-0.763
Cc1ccc(C(=O)N2CCC3(CC2)Oc2ccc(F)cc2C(=O)C32CC(c3cccnc3)=NO2)s1 (stereo not drawn)	1.41
CCC(=O)N1CCC2(CC1)Oc1ccc(F)cc1C(=O)C21CC(c2cccnc2)=NO1 (stereo not drawn)	-0.0802
COc1cc2c(cc1OC)C(=O)N(C)CC2	0.448
COc1ccc(C(=O)/C=C/c2ccccc2)c(O)c1	0.0258
C[C@@H]1CC=C[C@H]2[C@H]1C(=O)N(Cc1ccccc1)[C@H]2c1ccc(/C=C/c2ccccc2)cc1F	-1.27
FC(F)(F)c1cc(CCN2C(=S)NC[C@@H]2c2ccccc2)cc(C(F)(F)F)c1	-0.79
OCOCCCn1c(C2CCCN2c2nc(-c3ccc(F)cc3)cs2)nc2cc(Cl)c(N3CCCCC3)cc21 (stereo not drawn)	0.827
CN(NC(=O)c1ccc(Cl)cc1Cl)C1=NS(=O)(=O)c2ccccc21	-0.248
CCCN1CCCC[C@H]1C(=O)Nc1c(C)cccc1C	-0.38
O=C(Nc1ccccc1)C1=C[C@H](C2CCCCC2)C[C@H](OCCCCO)O1	1.02
COC(=O)[C@H](Cc1ccccc1)NC(=O)[C@@]1(C)C[C@@H]1[C@@H](NC(=O)OCc1ccccc1)c1ccccc1	0.237
C=C(C(=O)O)C1CCC2(C)CCCC(C)(O)C2C1 (stereo not drawn)	-1.06
CCCC[C@H]1C2=C3[C@@H](CC(C(=O)OC)=C[C@@H](C(=O)OC)[C@H]3C(C)(C)C2=O)n2c(=O)n(-c3ccccc3)c(=O)n21	0.87
CC(=O)c1ccc([C@@H]2C[C@]34CN(Cc5cccc(C(F)(F)F)c5)S(=O)(=O)[C@H]3C[C@H]2O4)cc1	-0.885
CCN(CC)C(=O)c1[nH]cnc1C(=O)N[C@@H](CC(C)C)C(=O)OCc1ccccc1	1.16
CN(Cc1ccccc1)C(=O)c1[nH]cnc1C(=O)N[C@@H](CCCCNC(=O)OC(C)(C)C)C(=O)OC(C)(C)C	1
O=C1N[C@@H](Cc2ccccc2)C(=O)N2[C@@H]1C[C@]1(Br)c3ccccc3N(S(=O)(=O)c3ccccc3)[C@H]21	-0.378
CCc1c(C2(O)CCCCC2)[nH]c2ccc(C#N)cc12	-0.241
Cc1ccc(C(O)(COC(=O)C(C)C)COC(=O)C(C)C)c(O)c1	2.04
CCOc1ccc2[nH]cc(S(=O)(=O)c3ccc(C)cc3)c(=O)c2c1	0.302
O=C(CCCCCCC(=O)Nc1ccccc1)NO	-0.943
Cc1ccc(C(=O)CSc2nc3ccc(C(=O)NCCN4CCCCC4)cc3c(=O)[nH]2)cc1	-0.258
Cc1nc(-c2ccccc2)sc1C1(C)CC(c2c(Cl)cccc2Cl)=NO1 (stereo not drawn)	1.83
CC1=C(C(=O)OCc2ccccc2)C(c2ccc(-c3ccccc3)cc2)NC(=O)N1CCCC(=O)O (stereo not drawn)	0.126
O=c1cc(-c2ccccc2Cl)oc2c(Br)ccc(O)c12	-0.227
COC/C=C/C1=CC2=CC(=O)C(C)(OC(=O)c3cnc4ccccc4n3)C(=O)C2=CN1CCCCO (stereo not drawn)	-0.355
Cc1ccc(SCCN2CCN(CCc3ccccc3)CCC2=O)cc1	0.876
COC(=O)/C=C/c1ccccc1S(=O)(=O)N(Cc1ccccc1)Cc1ccco1	-0.457
C#CCNC(=O)C1=C[C@H](C2CCCCC2)[C@@H](CCCO)[C@H](OCC)O1	-0.492
CC(Sc1nc2c([nH]c3ccccc32)c(=O)n1C)c1ccccc1 (stereo not drawn)	0.73
Cc1cc2oc3ccc(NCCCN4CCOCC4)cc3c(=O)c2cc1C	-1.49
C[C@@H](C(=O)O)[C@@H]1C[C@@]1(C)[C@@H](NC(=O)OCc1ccccc1)c1ccccc1	-0.0728
CC(=O)C[C@H]1c2ccccc2S(=O)(=O)N1C1CCCCC1	0.201
CN(C)NC(=O)c1ccsc1NC(=O)c1ccc(S(=O)(=O)N(C)C)cc1	0.467
CC(O)[C@H]1CNC(=O)C(=O)N1CC1CCCCC1 (stereo partly drawn)	0.253
C/C=C(\C)C(=O)NCCN1C2=NC[C@@H](C)N2C[C@@H]1Cc1ccc(OC)cc1	-0.301
CCc1ccc(S(=O)(=O)Nc2ccc(O)c3c(=O)cc(-c4ccccc4Cl)oc23)cc1	0.0741
C[C@H](O)[C@@H](C(=O)N1CCN(C(=O)OC(C)(C)C)CC1)n1cc(CCCCNC(=O)OC(C)(C)C)nn1	0.502

Ordered by the number under hDAT+cocaine (falling): five of the compounds above.
SMILES	hDAT+cocaine
CC(Sc1nc2c([nH]c3ccccc32)c(=O)n1C)c1ccccc1 (stereo not drawn)	0.73
CCc1ccc(S(=O)(=O)Nc2ccc(O)c3c(=O)cc(-c4ccccc4Cl)oc23)cc1	0.0741
COC(=O)/C=C/c1ccccc1S(=O)(=O)N(Cc1ccccc1)Cc1ccco1	-0.457
C#CCNC(=O)C1=C[C@H](C2CCCCC2)[C@@H](CCCO)[C@H](OCC)O1	-0.492
Cc1cc2oc3ccc(NCCCN4CCOCC4)cc3c(=O)c2cc1C	-1.49

The list is partial; rates above refer to the full screens.
